Compound activity as filed in PubChem.
G6PDH counter: counter-screen for G6PDH assay hits: L. mesenteroides G6PDH inhibition | hit rate 0.12% among 200,000 | inhibition, % at 5 µM | Purified L. mesenteroides G6PDH, diaphorase/resazurin coupled fluorescence, 45 min; in the data active means inhibition above about 50%
NF-kB expr up: compounds increasing NF-kB expression in human neuronal cells; NF-kB reporter expression; active compounds read high; hit rate 1.6% among 190,000; AID 1239; fold change at 12.5 µM; in the data active means fold change above about 3.3
APP 5'UTR act: APP 5'UTR luciferase reporter activation; AID 1276; hit rate 1% among 190,000; activation, % at 2 µM; SH-SY5Y APP 5'UTR luciferase reporter, luminescence; zero percent = DMSO vehicle wells;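 active means activation above a set limit, based on mean plus 3 SD of controls, cut at about 140% in these data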; further: values of inactives mirror those of a sister screen read the other way
STAT1 activator: increases IFN-gamma driven STAT1 reporter signal; NIH 3T3 STAT1-luciferase reporter, luminescence; 100% = IFN-gamma alone, no compound; activation (% of control), % at 5.5 µM; hit rate 2.6% among 200,000; AID 932;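 active means activation above the screen-wide mean activation plus 3 SD, cut at about 130% in these data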;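 further: raw ratio to IFN-gamma control signal so 100% means no change and 0% no light; values of inactives mirror those of a sister screen read the other way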
Diaphorase act: diaphorase activation or chemical reduction counter-screen; hit rate 0.005% among 190,000; Diaphorase/resazurin coupled assay, resorufin fluorescence, 16 min; active compounds read high; 1 = vehicle wells, 0 = NADH-free wells; activation factor at 20 µM;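 active means diaphorase activity raised at least twofold by the compound at 20 µM; inactive means activation factor below 2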
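Material: Purified diaphorase enzyme from Clostridium kluyveri | Buffer or medium: 50 mM HEPES pH 7.4 with 4.542 mM MgCl2, 0.005% Tween 20 | Times: 16 min enzyme reaction, ambient temperature | Signal: Red resorufin fluorescence at 544/590 nm excitation/emission | Measure: Increased resorufin signal from activators or reducing compounds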
TLR4-MyD88 BLA: TLR4-MyD88 interaction inhibition in cells. HeLa CL3-4 TLR4/MyD88 BLA complementation, FRET ratio. inhibition, % at 8.4 µM. AID 861. hit rate 0.18% among 200,000; in the data active means inhibition above about 25%;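 further: 0% = vehicle and 100% = reference inhibitor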
Target sequence (O00206 whole entry, looked up): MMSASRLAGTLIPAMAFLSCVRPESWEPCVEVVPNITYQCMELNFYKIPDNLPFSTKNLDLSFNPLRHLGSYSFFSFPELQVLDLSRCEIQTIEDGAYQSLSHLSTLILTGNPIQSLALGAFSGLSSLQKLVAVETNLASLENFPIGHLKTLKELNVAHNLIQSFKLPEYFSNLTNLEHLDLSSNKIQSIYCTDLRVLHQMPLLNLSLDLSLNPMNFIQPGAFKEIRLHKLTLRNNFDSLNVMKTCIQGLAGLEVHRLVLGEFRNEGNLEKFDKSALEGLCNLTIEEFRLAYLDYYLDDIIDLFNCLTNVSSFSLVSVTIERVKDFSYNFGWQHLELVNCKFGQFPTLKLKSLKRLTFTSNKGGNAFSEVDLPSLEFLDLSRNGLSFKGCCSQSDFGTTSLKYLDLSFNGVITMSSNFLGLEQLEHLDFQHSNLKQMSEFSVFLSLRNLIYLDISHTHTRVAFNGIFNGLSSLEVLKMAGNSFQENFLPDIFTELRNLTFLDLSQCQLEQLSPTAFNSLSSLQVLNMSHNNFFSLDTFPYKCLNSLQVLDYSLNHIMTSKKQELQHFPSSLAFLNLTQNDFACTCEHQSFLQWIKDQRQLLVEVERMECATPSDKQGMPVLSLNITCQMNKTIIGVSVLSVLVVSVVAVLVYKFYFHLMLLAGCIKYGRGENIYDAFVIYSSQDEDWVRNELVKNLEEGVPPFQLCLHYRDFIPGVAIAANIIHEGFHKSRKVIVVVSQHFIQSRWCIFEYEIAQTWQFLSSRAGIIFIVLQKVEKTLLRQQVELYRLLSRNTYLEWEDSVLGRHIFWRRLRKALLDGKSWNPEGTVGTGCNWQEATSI
Target sequence (Q99836 whole entry, looked up): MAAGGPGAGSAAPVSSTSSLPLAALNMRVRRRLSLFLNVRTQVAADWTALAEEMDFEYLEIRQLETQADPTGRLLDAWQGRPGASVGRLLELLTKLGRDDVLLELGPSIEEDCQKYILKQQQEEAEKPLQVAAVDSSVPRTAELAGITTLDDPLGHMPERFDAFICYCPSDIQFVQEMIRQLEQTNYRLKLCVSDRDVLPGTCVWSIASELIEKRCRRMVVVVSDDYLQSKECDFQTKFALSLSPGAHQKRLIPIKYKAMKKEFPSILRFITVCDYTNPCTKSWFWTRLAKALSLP
FLuc inh counter: Photinus pyralis luciferase inhibition counter-screen; inhibition, % at 10 µM; AID 1006; ATPLite firefly luciferase biochemical luminescence, 10 min; hit rate 1.5% among 200,000;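 active means inhibition above about 50% when tested at 10 µM, limit read from the data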
Diaphorase inh: diaphorase inhibition or chemical oxidation counter-screen; inhibition, % at 20 µM; hit rate 0.69% among 190,000; AID 1217; diaphorase resazurin-to-resorufin fluorescence, NADH, 16 min; bacterial (C. kluyveri) enzyme, not human;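 active means primary screen inhibition at 20 µM above a set limit, cut at about 50% in these data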;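 further: plate controls were DMSO with full reaction for no effect and wells lacking NADH for full effect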
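material = Clostridium kluyveri diaphorase enzyme | amount = 0.14 U/mL diaphorase, enzyme working solution | schedule = incubation 16 min, room temperature | detection = fluorescence of resorufin formed from resazurin, Ex 544/Em 590 nm | benchmarks = positive control minus NADH, DMSO neutral control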
APP transl inh: APP translation inhibition; SH-SY5Y APP 5'UTR-luciferase reporter, luminescence; inhibition, % at 2 µM; hit rate 0.82% among 190,000;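 active means inhibition above a set limit, derived from the sample mean plus 3 SD, cut at about 45% in these data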; further: values of inactives mirror those of a sister screen read the other way
FLuc stim CS: affects firefly luciferase, flagging false hits in luciferase stimulation screens; AID 1027; 200,000 tested, under 10 active; ATPlite luciferase biochemical, luminescence, 10 min; 0 = ATP-free wells, 1 = DMSO control; activation factor at 10 µM;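 active means luciferase activation factor, scaled between plate controls, of at least 2 with compound at 10 µM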
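Assay system – cell-free luciferase reagent · Medium – PBS-based ATP solution · Dosing – test compounds dosed from 2 mM stocks in 100% DMSO · Timing – 10 min, room temperature · Technique – light output (luminescence) · Measure – luminescence gain marking luciferase activators · Controls – No-ATP low control, compound-free enzyme-plus-ATP high control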
Numbers without * were called inactive.

SMILES	G6PDH counter	NF-kB expr up	APP 5'UTR act	STAT1 activator	Diaphorase act	TLR4-MyD88 BLA	FLuc inh counter	Diaphorase inh	APP transl inh	FLuc stim CS
CCc1ccc(NC(=O)CNS(=O)(=O)c2c(C)noc2C)cc1	4	1	-4	97	1	-4	-1	-2	4	1
O=C(Nc1cccc(S(=O)(=O)N2CCCCC2)c1)c1ccc2c(c1)OCO2	4	0.78	6	98	0.8	-10	-6	15	-6	1.1
O=C(Nc1ncn[nH]1)c1ccc(Cl)c(S(=O)(=O)N2CCCCCC2)c1	5	1.4	-7	102	1	-2	-4	5	7	1
CCCCN(CC)CCCNC(=O)C1c2ccccc2C(=O)N(C)C1c1cn(C)c2ccccc12 (stereo unspecified)	14	1.1	-2	93	1.1	3	-3	-5	2	1
CCN(CC)C(c1ccc(F)cc1)c1nnnn1C1CCCCC1 (stereo unspecified)	-1	1.1	-5	99	0.8	7	-6	19	4	1.1
COc1cccc(N2C(C(C)=O)=NN(c3ccccc3)C2c2ccc(N3CCOCC3)cc2)c1 (stereo unspecified)	5	0.4	85	120	0.8	11	1	15	-85	1
CC1(C)CC(=O)C2=C(C1)OC1=C(C(=O)CC(C)(C)C1)C2(C)C	-5	1.1	9	93	0.9	-3	-6	13	-9	1.1
O=C(CC(C(=O)O)c1ccccc1)Nc1ccccc1 (stereo unspecified)	11	1.1	11	98	1.1	-5	1	-8	-11	1
COc1ccc(N=NC2=C(O)CC(C)(C)CC2=O)c(OC)c1	10	0.96	8	99	1	-4	-2	4	-8	1
COC(=O)[C@H]1C2CCC(C(=O)OC)(CC2)[C@H]1C(=O)OC	-2	1.2	-9	107	0.8	15	-4	17	9	1
CC(=O)Nc1sc(C)c(C)c1C(=O)OCC(=O)N(C)C1CCS(=O)(=O)C1 (stereo unspecified)	15	1.3	-5	100	1	5	-3	-4	5	1
Cc1c(-c2csc(N)n2)cnn1C	-1	1.3	2	98	0.9	-5	-6	7	-2	1.1
CSc1nsc(/C=C/Nc2ccc(F)cc2F)c1C#N	7	1.1	-7	100	0.6	11	-4	43	7	1
O=c1c[n+]([O-])c2ccccc2n1OCc1ccccn1	2	0.55	9	93	0.9	-14	-3	13	-9	1
Cc1occc1C(=O)NNC(=O)Nc1ccc([N+](=O)[O-])cc1	3	1.1	18	100	1	2	-4	0	-18	1
COc1ccc(C(CNC(=O)c2cc(=O)[nH]c3ccccc23)N2CCCC2)cc1 (stereo unspecified)	6	1.5	-3	96	1	-5	-7	1	3	1.1
CCOC(=O)C1Cc2ccccc2C(=O)O1 (stereo unspecified)	8	1.2	9	105	0.9	0	1	10	-9	1
CSc1nnc2c(n1)OC=Nc1ccccc1-2	9	1.2	10	108	0.9	5	-7	14	-10	1.1
O=C(COC(=O)c1cccs1)Nc1ccc(S(=O)(=O)N2CCOCC2)cc1	-6	0.99	5	98	0.9	-8	-9	10	-5	1.1
Cc1ccc2c(c1)c1c(n2CC2COC(C)(C)O2)C(=O)CCC1 (stereo unspecified)	13	1.1	2	90	0.8	19	-7	19	-2	1.1
CCN(CC)S(=O)(=O)c1ccc(NC(=O)c2cccc3c2C(=O)N(CCOC)C3)cc1	-15	1.1	4	92	0.9	-4	2	7	-4	1
Cc1ccc(C(=O)NCCN2C3=NC[C@@H](Cc4ccccc4)N3C[C@H]2Cc2ccc(O)cc2)cc1Br	6	0.67	-2	98	1.3	-8	-4	-32	2	1
CCOC(=O)C1(S(=O)(=O)c2ccccc2)CCN(Cc2ccccc2)CC1	-5	1.4	-8	95	0.8	-2	-7	17	8	1.1
CCc1nc(NCCC(C)C)c(C#N)c2c1CCCC2	6	1.6	-3	100	0.9	8	-5	9	3	1

Retrieved by structure from the entries so far, 5 records:
SMILES	G6PDH counter	NF-kB expr up	APP 5'UTR act	STAT1 activator	Diaphorase act	TLR4-MyD88 BLA	FLuc inh counter	Diaphorase inh	APP transl inh	FLuc stim CS
Cc1c(-c2csc(N)n2)cnn1C	-1	1.3	2	98	0.9	-5	-6	7	-2	1.1
CCOC(=O)C1(S(=O)(=O)c2ccccc2)CCN(Cc2ccccc2)CC1	-5	1.4	-8	95	0.8	-2	-7	17	8	1.1
COC(=O)[C@H]1C2CCC(C(=O)OC)(CC2)[C@H]1C(=O)OC	-2	1.2	-9	107	0.8	15	-4	17	9	1
O=C(CC(C(=O)O)c1ccccc1)Nc1ccccc1 (stereo unspecified)	11	1.1	11	98	1.1	-5	1	-8	-11	1
CC(=O)Nc1sc(C)c(C)c1C(=O)OCC(=O)N(C)C1CCS(=O)(=O)C1 (stereo unspecified)	15	1.3	-5	100	1	5	-3	-4	5	1

Following part:
SMILES	G6PDH counter	NF-kB expr up	APP 5'UTR act	STAT1 activator	Diaphorase act	TLR4-MyD88 BLA	FLuc inh counter	Diaphorase inh	APP transl inh	FLuc stim CS
CCOCCCNC(=O)CSCc1nc(-c2ccc(SC)cc2)oc1C	5	0.62	-7	69	1	6	-2	4	7	1
CCC(=O)Nc1nc(C)cc(SCC(=O)OC)n1	4	1.3	4	102	0.9	-17	-4	8	-4	1
CC1=NNC(=O)/C1=C\c1cn(-c2ccccc2)nc1-c1ccc(F)cc1	4	1.6	-10	114	0.8	3	-8	16	10	1.1
Cn1nc(C(F)(F)F)c(/C=N/OC(=O)c2ccccc2)c1Cl	9	1.3	6	96	0.9	-2	-8	5	-6	1.1
O=C(c1ccccc1)N(Cc1ccco1)C1CCS(=O)(=O)C1 (stereo unspecified)	9	1.2	9	103	0.9	-4	-6	10	-9	1.1
O=S(=O)(c1ccc(F)cc1)N1CCN(c2ccccn2)CC1	3	1.2	28	93	0.8	-17	-6	15	-28	1.1
CCC(C(=O)Nc1sc(C(N)=O)c(C)c1C(=O)OC)c1ccccc1 (stereo unspecified)	8	1.2	4	93	0.8	-3	-9	23	-4	1.1
C=CCn1c(SCC(=O)Nc2nc3ccccc3s2)nnc1-c1ccccc1O	-44	1.4	-1	107	0.9	6	-5	9	1	1
COc1ccc(CC/C(C)=N\NC(N)=O)cc1	-4	1	18	111	1	11	-6	2	-18	1.1
Cc1sc2ncnc(N3CCOCC3)c2c1C	7	1.4	10	95	1	6	-6	0	-10	1.1
Cc1nc(-n2[nH]c3c(c2=O)CCCC3)[nH]c(=O)c1Cc1ccccc1	15	2.1	-5	98	0.8	1	14	15	5	0.9
CN(C)S(=O)(=O)N1CCN(S(=O)(=O)c2ccc3ccccc3c2)CC1	23	0.96	9	98	1	11	-7	2	-9	1.1
Cc1ccc(/C=N/n2c(-c3cccs3)n[nH]c2=S)cc1	3	4.1*	5	98	0.6	6	-5	43	-5	1.1
CCCC12CN3CC(CCC)(CN(C1)C3C(O)C(O)C(O)CO)C2=O (stereo unspecified)	2	1.1	5	104	0.9	10	-8	11	-5	1.1
Cc1ccc(S(=O)(=O)Oc2cccc(N3C(=O)C4CC=CCC4C3=O)c2)cc1 (stereo unspecified)	4	1.3	-10	91	0.9	0	-7	8	10	1.1
FC(F)(F)c1cc(-c2ccco2)nc(NCc2ccc(Cl)cc2)n1	3	0.87	-11	103	0.8	8	-8	17	11	1.1
COc1ccccc1NC(=O)N1CCN(c2ccccc2F)CC1	-9	1.1	-4	91	0.8	5	-4	16	4	1
COc1cc2c(cc1OC)C1=C(C#N)CC/C(=N\S(=O)(=O)c3cccc(Cl)c3)N1CC2	0	0.74	1	98	0.4	-6	-2	61*	-1	1
O=C(NCc1nc2ccccc2[nH]1)c1ccc(S(=O)(=O)N2CCCC2)cc1	1	0.86	-20	101	1	2	2	3	20	1
COc1cc(/C=C/C(=O)O)cc(S(=O)(=O)Nc2ccc3c(c2)OCO3)c1OC	5	1.2	15	94	0.9	-5	-5	9	-15	1.1
COc1cccc(C(=O)c2sc(NC(C)C)nc2N)c1	4	0.95	0	111	1	12	1	4	0	1
CC1CC(C)CN(C(=O)Cn2c(=O)n(CCCCC(=O)NCc3ccco3)c(=O)c3ccccc32)C1 (stereo unspecified)	4	1.8	-11	98	0.8	-9	-1	17	11	1
CCOC(=O)c1c(C)nc(-c2ccccc2)nc1NC(C)=O	6	1.5	12	108	1	15	-1	2	-12	1
COc1ccccc1OCCC(=O)OCC(=O)Nc1ccc(Br)cc1F	-1	1.3	-37	99	0.9	-6	-10	13	38	1.1
COc1cc(CNC2CCCCCC2)cc(OC)c1OC	9	1.2	14	98	0.9	3	-4	10	-14	1
COc1ccc(CN2CCNC(=O)C2CC(=O)N2CCc3ccccc3C2)c(OC)c1 (stereo unspecified)	16	1.2	-21	106	0.9	-17	-6	13	21	1.1
NC(=O)C1(N2CCCCC2)CCN(C(=O)NC2CCCCC2)CC1	4	0.98	7	97	1	0	-6	-5	-7	1.1
COc1ccccc1CN1CCNC(=O)C1CC(=O)N(C)Cc1ccon1 (stereo unspecified)	8	1.1	-8	97	0.9	-12	-7	10	8	1.1
O=C(OCc1nnc(-c2ccccc2)o1)c1ccc(CO)cc1	-8	0.89	-2	100	1	0	-2	0	2	1
CCNC(=O)CC1SC(=Nc2ccc(Cl)cc2)N(CC)C1=O (stereo unspecified)	1	1.1	-10	96	1	-22	-3	3	10	1
O=C(NC1CCCCC1)C1CC(O)CN1C(=O)OCc1ccccc1 (stereo unspecified)	-7	1.1	-15	102	1	-13	-9	1	15	1.1
O=C(NCc1ccco1)C1CCCN(S(=O)(=O)c2cccc3nsnc23)C1 (stereo unspecified)	-14	1.2	8	99	0.8	-2	-10	17	-8	1.1
O=C1C2Sc3[nH]c(=O)sc3C(c3ccccc3)C2C(=O)N1c1ccccc1 (stereo unspecified)	14	1.1	7	94	1	-1	-3	-5	-7	1
C/C(=N\NS(=O)(=O)c1ccc(C)cc1)c1cc2ccccc2oc1=O	8	1.1	6	104	0.9	-1	-2	6	-6	1
O=C(CCCOc1ccccc1)NCC1CCCO1 (stereo unspecified)	10	1.1	6	108	1.1	8	-1	-6	-6	1
CC(C(=O)O)N1C(=O)/C(=C/C=C/c2ccco2)SC1=S (stereo unspecified)	17	0.96	13	86	0.6	-6	5	42	-13	1
COc1ccc(-c2nnn(CC(=O)N3CCN(c4ccccc4OC)CC3)n2)cc1OC	22	1	17	116	0.9	2	2	14	-17	1
Cc1cc(C)c(NC(=O)c2cc(=O)c3ccccc3o2)c(C)c1	4	1.1	0	105	1	-9	-5	3	0	1
Brc1ccc(-c2csc(/N=C/N3CCOCC3)n2)cc1	-20	2	53	136*	0.8	6	-5	20	-53	1
CCN(CC)S(=O)(=O)c1ccc(N/N=C/c2cc(OC)ccc2O)nc1	19	1.5	-74	91	0.9	-18	-4	7	74*	1

In a second layout: 2 of the compounds above
| Compound | G6PDH counter | NF-kB expr up | APP 5'UTR act | STAT1 activator | Diaphorase act | TLR4-MyD88 BLA | FLuc inh counter | Diaphorase inh | APP transl inh | FLuc stim CS |
| --- | --- | --- | --- | --- | --- | --- | --- | --- | --- | --- |
| Cc1sc2ncnc(N3CCOCC3)c2c1C | 7 | 1.4 | 10 | 95 | 1 | 6 | -6 | 0 | -10 | 1.1 |
| O=C(Nc1ncn[nH]1)c1ccc(Cl)c(S(=O)(=O)N2CCCCCC2)c1 | 5 | 1.4 | -7 | 102 | 1 | -2 | -4 | 5 | 7 | 1 |
